NS5 inhibitors: Dengue-2 NS5 methyltransferase inhibitors, primary screen, biochemical, confirmation dose response (AID 588689) | Dengue-2 NS5 methyltransferase capping enzyme assay, biochemical; higher % means a stronger effect | actives 0.3% (n = 340,000) | inhibition, % at 25 µM; hits with a dose series show IC50 in µM | Genome polyprotein (Dengue virus type 2 (strain 16681-PDK53)); in the data active = a potency from the dose series; inconclusive = inhibition above about 29% without an active follow-up result
RSV antiviral HEp-2: RSV antiviral activity via CPE protection, HEp-2 cells, primary 10 µM value included (AID 2391); actives 0.13% (n = 310,000); HEp-2 cells, RSV-induced CPE inhibition; higher % means a stronger effect; CPE inhibition, % at 10 µM, or IC50 in µM where a hit was titrated; in the data active = a potency from the dose series; inconclusive = CPE inhibition mostly from about 23% at the one dose, without a potency; inactive = the rest, 99 in 100 with CPE inhibition below about 21%; note: strong numbers were not always called active
T cell modulator: modulators of CD8 T cell-vesicle binding, primary screen, mouse 2C CD8+ T cells, flow cytometry; calls only at 7 µM; actives 0.068% (n = 330,000); 2C CD8+ T cell-vesicle binding; hits give low values;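 active = response, share of CD8 T cells binding vesicles, and their 90th percentile fluorescence all below set limits, cut at about 80% in these data, passing the limit was not always enough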
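Assay system – 2C mouse CD8+ T cells · Also added – QL9-loaded Drosophila micro-vesicles · Timing – Cell–vesicle co-incubation 1.5 h at 37 °C, staining 20 min on ice · Signal – flow cytometry of vesicle-bound cells · Measure – percent CD8+ FL2 mean versus row control · Controls – Peptide-free naked vesicles (low) and QL9 vesicles with 0.7% DMSO vehicle (high)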
West Nile antiviral: West Nile virus antiviral activity, cell-based, CPE readout (AID 1621); West Nile virus-infected cells, CPE inhibition; higher % means a stronger effect; one-dose CPE inhibition, % at 10 µM; IC50 in µM for titrated hits; actives 0.02% (n = 290,000); in the data active = a potency from the dose series; inconclusive = CPE inhibition mostly from about 3.7% at the one dose, without a potency; inactive = the rest, 99 in 100 with CPE inhibition below about 2.2%; note: strong numbers were not always called active
Large T inhibition: SV40 large T antigen inhibitors, biochemical (AID 1903) | SV40 large T antigen ATPase/helicase inhibition assay; higher % means a stronger effect | one-dose inhibition, % at 20 µM; IC50 in µM for titrated hits | actives 0.39% (n = 310,000); in the data active = a potency from the dose series; inconclusive = inhibition mostly from about 32% at the one dose, without a potency; inactive = the rest, 99 in 100 with inhibition below about 32%; note: strong numbers were not always called active
NTR1 ag: agonists of NTR1, primary screen, imaging, U2OS cells, beta-arrestin-GFP, high content (AID 493036) | Neurotensin receptor type 1 (Homo sapiens), P30989 | NTR1-U2OS beta-arrestin-GFP spot imaging, agonist mode | activation, % at 20 µM | actives 0.17% (n = 330,000);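 active = activation at or above 40% of the spot to cytoplasm intensity ratio, with at least 20 cells analyzed; inconclusive = wells under 20 cells, flagged as cytotoxic or low count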;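 note: 0% = DMSO without peptide and 100% = 100 nM NTR1 peptide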
Target sequence (P30989 whole entry, looked up): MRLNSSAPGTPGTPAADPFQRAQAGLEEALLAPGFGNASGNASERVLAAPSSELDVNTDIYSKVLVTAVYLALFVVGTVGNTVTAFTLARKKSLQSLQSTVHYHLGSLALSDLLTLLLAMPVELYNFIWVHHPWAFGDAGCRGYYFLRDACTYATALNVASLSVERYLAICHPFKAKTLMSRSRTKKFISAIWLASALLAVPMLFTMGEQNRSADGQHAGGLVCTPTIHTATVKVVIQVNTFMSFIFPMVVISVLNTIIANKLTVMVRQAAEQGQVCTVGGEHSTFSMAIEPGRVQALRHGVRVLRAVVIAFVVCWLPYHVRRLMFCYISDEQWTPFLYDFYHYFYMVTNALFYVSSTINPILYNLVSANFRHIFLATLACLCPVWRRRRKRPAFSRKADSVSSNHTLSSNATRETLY
K1F lysis inhibition: inhibition of K1F phage lysis, E. coli UTI89, bacterial capsule biogenesis inhibitors, alamar blue (AID 488966). inhibition, % at 100 µM, or IC50 in µM where a hit was titrated. E. coli UTI89 K1F phage lysis, alamar blue, 2 h; higher % means a stronger effect. actives 0.02% (n = 340,000);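 active = phage lysis inhibition, versus mean bacterial control, above a set limit; inconclusive = no clear call, values can overlap the other calls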;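 note: capsule biogenesis inhibitors block K1F phage lysis so surviving cells raise fluorescence; higher fluorescence means more inhibition of phage lysis; actives were called in the ten point dose series up to 300 µM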
Rac1 GTP hydrolysis: MgcRacGAP GTPase-activating activity inhibitors, confirmation, biochemical, ADP Hunter fluorescence | Rac GTPase-activating protein 1 (Homo sapiens) | AID 624330, 2012 | MgcRacGAP-stimulated Rac1 GTP hydrolysis, ADP Hunter fluorescence; higher % means a stronger effect; GST-tagged Rac1 F28L mutant substrate | actives 0.6% (n = 340,000) | one-dose inhibition, % at 30 µM; IC50 in µM for titrated hits;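 active = first-screen hits whose inhibition reached a set limit at any dose in the follow-up dose series; inconclusive = inhibition above the set first-screen limit but never retested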;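 note: fluorescence reports GDP produced by GAP-driven GTP hydrolysis; strong numbers were not always called active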
PhoP inhibition: inhibitors of PhoP regulon expression, primary screen, Salmonella Typhimurium, GFP reporter (AID 1863) | S. Typhimurium PhoP-regulated promoter GFP reporter, 4 h; higher % means a stronger effect | actives 0.16% (n = 300,000) | inhibition, % at 50 µM; hits with a dose series show IC50 in µM;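 active = inhibition over 29.93%, a cutoff 3 SD above the screen mean, later confirmed by dose response; inconclusive = inhibition over 29.93% but no dose response follow-up; inactive = inhibition at most 29.93% or unconfirmed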;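 note: 0% = low Mg2+ inducing control and 100% = high Mg2+ repressing control; strong numbers were not always called active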
T cell modulator vesicle-bound %: further read-out of T cell modulator, marked with its call; double positive events, %; measured here: CD8+ vesicle-bound cell fraction;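 binding gate set so that unloaded-vesicle control wells show 10% double positive cells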
NTR1 ag cell count 20 µM: second read-out of NTR1 ag, no call of its own (marks repeat the call); cell count; measured here: cell count, cytotoxicity flag
NS5 inhibitors pilot replicate: second read-out of NS5 inhibitors, no call of its own (marks repeat the call); inhibition, %; measured here: pilot screen replicate inhibition
Starred values were filed as active, the others as inactive; i = inactive; ? = inconclusive; · = no result given; & = joins results of further samples; [ ] = another dose, or the depositor's remark. Hits appear at their usual frequency; about 1.5% have a hit in one of these screens.

SMILES	NS5 inhibitors	RSV antiviral HEp-2	T cell modulator	T cell modulator vesicle-bound %	West Nile antiviral	Large T inhibition	NTR1 ag	NTR1 ag cell count 20 µM	K1F lysis inhibition	Rac1 GTP hydrolysis	PhoP inhibition	others
CCOc1ccc(NS(=O)(=O)c2ccc(C(=O)NNC(=O)c3ccccc3O)cc2)cc1	0%	11%	i	48	·	15%	1.1	54	0.1%[50 µM]	2%	-6%
Cc1[nH]n(C(N)=S)c(=O)c1N=Nc1cccc(Cl)c1	1%	7.6%	i	19	0.1%	10%	-0.9	96	0.0%	4%	10%
Cc1cccc(N=C2NC(=O)/C(=C/c3cccnc3)S2)c1C	16%	1.6%	i	32	0.1%	4%	4.4	38	-1.1%	14%	-13%
Cc1ccc(-c2nc(NC(=O)CSc3ccc4ccccc4n3)ns2)cc1	2%	1.0%	i	33	0.2%	10%	2.3	49	0.2%	-2%	-12%
O=C(CCl)Nc1cccc(-c2cnc3ccccc3n2)c1	-2%	-2.8%	i	48	-3.0%	0%	-0.8	50	-4.0%	7%	0%
COc1ccc(CN2CCC(n3nccc3NC(=O)c3ccc4c(c3)OCO4)CC2)cc1C	0%	-0.7%	i	24	-0.3%	2%	-0.7	63	-0.2%	3%	10%
COc1cccc(CC2(CO)CCCN(C(=O)c3cc[n+]([O-])cc3)C2)c1 (stereo not given)	7%	-0.5%	i	41	0.0%	11%	-0.6	41	2.7%	5%	3%
OCc1cn(-c2ccccc2)nc1-c1ccco1	-3%	0.7%	i	24	-0.4%	22%	-0.6	50	-0.9%[50 µM]	13%	-6%
Cc1ccc(-n2c(=O)[nH]cc(C(=O)Nc3ccc4c(c3)OCCO4)c2=O)cc1	-9%	2.5%	i	20	0.1%	2%	1.9	74	0.5%	4%	-15%
COc1ccccc1Sc1ccccc1/C=N/NC(N)=O	0%	-1.2%	i	32	-0.6%	7%	0.0	53	-0.2%	6%	-3%
CCC1Nc2ncnc(N3CCN(c4ccccn4)CC3)c2N(Cc2ccc(Br)cc2)C1=O (stereo not given)	-8%	·	i	16	·	·	2.7	59	2.9%	11%	·
Cc1cccc(/C=N/NC(=O)c2ccncc2)n1	-5%	2.4%	i	50	0.6%	19%	-1.3	88	0.6%	6%	5%
Cc1ccc(S(=O)(=O)CCC(=O)Nc2cc(Cl)ccc2-n2cncn2)cc1	-10%	-1.3%	i	34	·	6%	1.2	49	1.2%[50 µM]	2%	-9%
CC(=O)CSc1ncnc2sc3c(c12)CCC3	-4%	53%	i	33	-0.8%	14%	1.4	43	-5.5%	8%	3%
Cc1ccc(NC(=O)c2cccc(S(=O)(=O)N3CCN(c4ccccc4)CC3)c2)nc1	1%	8.8%	i	8	·	-1%	0.8	58	0.5%[50 µM]	5%	-1%

Nothing new here: 4 of the compounds above.
SMILES	NS5 inhibitors	RSV antiviral HEp-2	T cell modulator	T cell modulator vesicle-bound %	West Nile antiviral	Large T inhibition	NTR1 ag	NTR1 ag cell count 20 µM	K1F lysis inhibition	Rac1 GTP hydrolysis	PhoP inhibition	others
COc1ccccc1Sc1ccccc1/C=N/NC(N)=O	0%	-1.2%	i	32	-0.6%	7%	0.0	53	-0.2%	6%	-3%
CCC1Nc2ncnc(N3CCN(c4ccccn4)CC3)c2N(Cc2ccc(Br)cc2)C1=O (stereo not given)	-8%	·	i	16	·	·	2.7	59	2.9%	11%	·
Cc1cccc(/C=N/NC(=O)c2ccncc2)n1	-5%	2.4%	i	50	0.6%	19%	-1.3	88	0.6%	6%	5%
Cc1ccc(S(=O)(=O)CCC(=O)Nc2cc(Cl)ccc2-n2cncn2)cc1	-10%	-1.3%	i	34	·	6%	1.2	49	1.2%[50 µM]	2%	-9%

Next part:
SMILES	NS5 inhibitors	RSV antiviral HEp-2	T cell modulator	T cell modulator vesicle-bound %	West Nile antiviral	Large T inhibition	NTR1 ag	NTR1 ag cell count 20 µM	K1F lysis inhibition	Rac1 GTP hydrolysis	PhoP inhibition	others
CCc1ccc(NC(=O)c2cc(S(=O)(=O)N3CCCC3)c[nH]2)cc1	-2%	5.5%	i	18	-0.8%	·	-3.1	57	0.8%	4%	·
CC(C)(C)NC(=O)NC(=O)COC(=O)c1cccc(OC(F)F)c1	-9%	-1.6%	i	34	-0.1%	1%	1.6	52	0.3%	1%	-2%
O=C(Nc1ccc(Cl)cc1)c1cccnc1N1CCCCC1	-7%	4.6%	i	45	0.1%	-2%	1.6	65	3.1%	5%	0%
Cc1ccc(N2C(=O)c3sc4nnc(C)c(=O)n4c3C2=O)cc1	0%	-0.1%	i	46	0.0%	-7%	0.3	82	5.8%	3%	23%
Oc1ccccc1-n1nc2ccc3nonc3c2n1	2%	1.9%	i	31	-0.5%	12%	0.7	64	0.0%	3%	-7%
N=C(N)c1ccccc1	-1%&0%	-0.4%&0.6%	i	35&18	0.0%&0.1%	18%&13%	-0.2&-0.4	63&52	4.1%&3.4%	5%&2%	-3%&-3%&1%
COc1ccc(-c2nc(CN3CCC(C(=O)NC4CCN(Cc5ccccc5)CC4)CC3)c(C)o2)cc1OC	4%	-1.5%	i	38	19%	8%	-0.7	68	0.1%	16%	13%
O=C(c1ccc(Cl)cc1Cl)N1CCSCC1	-5%	·	i	30	-0.1%	7%	-0.1	51	1.7%	8%	0%
Cc1cc([N+](=O)[O-])ccc1NC(=O)c1ccco1	-4%	0.5%	i	60	0.3%	19%	-0.2	60	-0.2%	9%	-4%
CC(C)OC(=O)C1C2C=CC3(CN(Cc4cccs4)C(=O)C13)O2 (stereo not given)	-2%	1.3%	i	66	0.1%	4%	0.8	61	-1.4%	4%	-3%
CC(=O)c1sc(NC(=O)CS(=O)(=O)c2ccc(F)cc2)nc1C	-5%	-0.1%	i	30	·	8%	0.9	63	1.1%[50 µM]	1%	-3%
COc1ccc(S(=O)(=O)N2CCCOC2CNC(=O)C(=O)NCc2ccco2)cc1 (stereo not given)	-9%	0.9%	i	58	-0.2%	6%	-1.8	80	0.1%	3%	0%
Cc1ccc2cc(CCNC(=O)c3cccc([N+](=O)[O-])c3)c(=O)[nH]c2c1C	3%	3.7%	i	9	-0.6%	7%	-0.3	39	0.9%[50 µM]	9%	-16%
O=C(Nc1ccccn1)c1ccc(Cl)c(S(=O)(=O)N2CCCCCC2)c1	-4%	8.1%	i	8	·	9%	3.4	56	0.8%[50 µM]	5%	-6%
Cc1c2c(nc3c(C(=O)NC4CCCC4)cnn13)CCCC2	2%	1.8%	i	26	-0.5%	-3%	4.7	55	8.2%	9%	-1%
CN1CCC(N(C)CC(=O)Nc2ccccc2N2CCOCC2)CC1	2%	-0.6%	i	28	-0.4%	4%	1.1	62	5.0%	31%	20%
CC(=C1C(=O)c2ccccc2C1=O)N1CCC(C(N)=O)(N2CCCCC2)CC1	-5%	0.5%	i	26	0.2%	15%	0.6	70	5.0%	5%	-11%
CCOc1ccc(S(=O)(=O)NCc2ccccc2Cl)cc1C(N)=O	-7%	2.2%	i	18	0.1%	-1%	-0.7	56	0.6%	5%	9%
CC[n+]1c(C)n(-c2ccccc2)c2ccc(NC(C)=O)cc21	-1%	1.3%	i	42	?	6%	1.8	23	-0.9%	10%	5%
COc1cc(CC(=O)Nc2nc(-c3ccc(F)c(F)c3)cs2)cc(OC)c1OC	-2%	21%	i	14	-0.1%	3%	1.0	43	-0.1%	5%	5%
CC1CN(S(=O)(=O)c2ccc(NC(=O)CCN3C(=O)c4ccccc4C3=O)cc2)CC(C)O1 (stereo not given)	2%	2.4%	i	41	·	-1%	-0.8	71	-0.1%	13%	-1%	NS5 inhibitors pilot replicate=-1.2
O=C1CC2(CCCCC2)Oc2ccc(OCC(=O)N3CCOCC3)cc21	10%	0.3%	i	9	-0.5%	12%	-0.2	52	0.4%	11%	0%
CCc1cccc2c(C(=O)CSc3nnc(-c4ccncc4)n3C)c[nH]c12	-24%	2.9%	i	58	-0.7%	10%	-0.3	68	0.2%	14%	-5%
COC(=O)c1sc(NC(=O)c2ccc(Cn3cc(Cl)cn3)o2)c(C#N)c1C	3%	11%	i	51	-0.1%	-4%	1.5	52	0.5%	20%	-12%
C=CCn1c(SCC(=O)Nc2ccccc2C)nc2sc(C)c(C)c2c1=O	4%	1.5%	i	53	-0.4%	10%	2.1	49	-0.9%	5%	3%
Oc1cccc(/C=N/N2CCN(c3ccccn3)CC2)c1	-7%	-0.8%	i	32	0.6%	28%	-0.3	73	1.5%	4%	-5%
CCOC(=O)C(/C=C(\C#N)C(=O)OCC)=C(/N)N1CCN(c2ccc(OC)cc2)CC1	-3%	·	i	10	-0.5%	6%	2.7	35	-0.5%	25%	1%
Cc1c(-n2cc(C(=O)c3cc(Br)ccc3O)cc(C#N)c2=O)c(=O)n(-c2ccccc2)n1C	-30%	0.3%	i	27	-0.2%	14%	-1.0	94	0.5%	7%	1%
CSc1nc2ccccc2c(=O)n1C1CCOC(C)(C)C1 (stereo not given)	-12%	2.4%	i	9	-0.5%	12%	2.9	31	-0.4%	3%	5%
Nc1nc(-c2ccco2)nn1C(=O)CCc1ccccc1	-5%	2.8%	i	4	0.2%	5%	1.1	59	0.7%	16%	-2%
O=C(NCCSCc1ccco1)Nc1ccc(Cl)cc1	-3%	7.5%	i	54	-0.2%	-3%	2.7	49	0.3%	8%	1%
CCOC(=O)c1[nH]c(C)c(/C(O)=C2\C(=O)C(=O)N(CCCN3CCOCC3)C2c2cccnc2)c1C (stereo not given)	-1%	·	·	·	0.1%	5%	·	·	-0.6%	8%	19%
O=C(COC(=O)CSCc1ccccc1)NCc1ccccc1	-8%	2.6%	i	44	-0.3%	-5%	0.6	45	1.2%	5%	-2%
Cc1ccsc1C(=O)Nc1cccc(-n2cnnn2)c1	-9%	-0.6%	i	8	-0.4%	8%	-1.2	59	0.1%	8%	1%
CCCCCCSc1cccc(-c2nc3cc(C)ccn3c2NC2CCCCC2)c1	-15%	-2.5%	i	37	·	4%	5.3	70	0.8%	6%	·
